# MLL CXXC-DNA inh: qHTS Fluorescence Polarization Assay for Inhibitors of MLL CXXC domain - DNA interaction; Histone-lysine N-methyltransferase 2A (Homo sapiens), Q03164; MLL-CXXC / FITC-HOXA9 DNA fluorescence polarization; Potency, µM (highest dose often 115 µM), for inactives: at the highest dose activity change, negative = inhibition, usual class: inhibitors; actives 0.037% (n = 290,000); AID 2662, 2010; active = well fitted inhibition curve with a large enough effect in the polarisation, with a control signal flat, not every such curve was filed as active; inconclusive = small, poorly fitted or top-dose-only effect, or effect the other way, or a change in a side signal; inactive = no such curve, though single readings can be large or run the other way; the % refers to the polarisation
#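 Purified MLL-CXXC (added from a 7 uM solution) was preincubated 5 min at ambient with pinned compounds in 50 mM Tris-HCl pH 7.5, 50 mM NaCl, 1 mM DTT, 0.05% BSA. Fluorescein-labeled HOX-A9 DNA (50 nM solution) followed, 30 min, then polarization read.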
# RORg inh: qHTS for inhibitors of ROR gamma transcriptional activity; Drosophila S2 Gal4-RORgamma UAS-luciferase reporter, 20 h; actives 5.4% (n = 310,000); Nuclear receptor ROR-gamma (Mus musculus), P51450; Potency, µM (doses to about 53.6 µM), without a hit: at the top dose activity change, negative = inhibition, hits mostly inhibitors; note: % is set by controls: 0 for no effect and ±100 for the full control effect; nearly all actives have a fitted effect of over 60% in size
#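 Using a luciferase readout, inhibitors were identified by reduced reporter activity in Drosophila cells coexpressing a copper-inducible Gal4–ROR gamma fusion and UAS-driven Photinus luciferase, incubated 20 hr after 700 uM copper sulfate.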
# BRCA1 expr act: qHTS Assay to Identify Small Molecule Activators of BRCA1 Expression; actives 1.1% (n = 380,000); Potency, µM (doses to about 46.1 µM), inactives show top-dose activation, usual class: activators; MCF7-BRCA1-FFLuc reporter, luminescence, 48 h; response scale: scaled: vehicle 0%, 10 µM genistein 100%; note: nearly all actives have a fitted effect of over 80% in size; some results filed as inactive show a strong effect at the top dose
#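 Quantitative HTS in MCF7 cells stably reporting BRCA1 expression via firefly luciferase. Compound treatment lasts 48 h at 37 °C in phenol-red free MEM. Activation is expressed relative to genistein at 10 microM and DMSO.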
# NPC1 promoter act: qHTS Assay for NPC1 Promoter Activators; Huh7 NPC1 promoter luciferase reporter, 24 h; Potency, µM (titrated, usually from 9.22 µM), for the others: at the highest dose activation, hits mostly activators; actives 2.4% (n = 320,000); AID 485313, 2010;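 note: % of control where 0% means no effect; nearly all actives have a fitted effect of over 60% in size; reporter is driven by a mutant NPC1 promoter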
#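 Huh7 cells stably carrying NPC1 promoter–luciferase, plated in Opti-MEM with 10% FBS for 2 h, were exposed to compound in DMSO for 24 h at 37 °C; luciferase reagent was added for 10 min and luminescence read.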
# MBNL1 CUG block: qHTS Assay for Inhibitors of MBNL1-poly(CUG) RNA binding; Muscleblind-like protein 1 (Homo sapiens), Q9NR56; TR-FRET MBNL1-His/biotin-(CUG)12 binding, 665/545 ratio; Potency, µM (doses to about 57.5 µM), for the others: top-dose activity change, negative = inhibition, actives largely listed as inhibitors; actives 0.036% (n = 280,000); active = well fitted inhibition curve with a large enough effect in the signal ratio, with a control signal flat, not every such curve was filed as active; inconclusive = small, poorly fitted or top-dose-only effect, or effect the other way, or a change in a side signal; inactive = no such curve, though single readings can be large or run the other way; the % refers to the signal ratio; note: % is set by controls: 0 for no effect and ±100 for the full control effect
# Target sequence (Q9NR56 whole entry, looked up): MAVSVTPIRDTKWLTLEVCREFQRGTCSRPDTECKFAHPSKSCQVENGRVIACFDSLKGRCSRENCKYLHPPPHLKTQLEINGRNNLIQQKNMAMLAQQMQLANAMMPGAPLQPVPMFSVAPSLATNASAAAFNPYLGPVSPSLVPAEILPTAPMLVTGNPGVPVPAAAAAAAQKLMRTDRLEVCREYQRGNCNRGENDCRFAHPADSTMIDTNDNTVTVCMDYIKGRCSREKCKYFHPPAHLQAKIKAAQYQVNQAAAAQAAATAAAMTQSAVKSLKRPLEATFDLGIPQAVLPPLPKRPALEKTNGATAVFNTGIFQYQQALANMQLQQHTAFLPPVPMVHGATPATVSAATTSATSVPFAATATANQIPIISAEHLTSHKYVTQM
#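 TR-FRET readout: Ex 340 nm, 665/545 nm emission ratio, normalized to buffer-only (basal) and MBNL1-(CUG)12 controls. Complex of MBNL1-His with Biotin-(CUG)12, compounds 92 nM–58 uM, incubated 60 min at room temperature.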
# p53 reactivator: qHTS assay for re-activators of p53 using a Luc reporter; H1299 p53-A138V BP100-luciferase reporter, luminescence, 24 h; Potency, µM (titrated, usually from 92.2 µM), for inactives: at the highest dose activity change, positive = activation, actives largely listed as activators; actives 0.063% (n = 320,000); note: % of control where 0% means no effect; nearly all actives have a fitted effect of over 45% in size
#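 H1299 (p53-null), stable ts p53-A138V + BP100-Luc; 1000 cells/well, Opti-MEM/10% FBS; cpd 4 pt, 1:5; 24 h, 37 deg C, 5% CO2; detection reagent 10 min RT; luminescence.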
# uPA generation: qHTS for Inhibitors of Cell Surface uPA Generation; cell surface uPA generation assay, qHTS; Potency, µM (highest dose often 38.3 µM), without a hit: top-dose activity change, negative = inhibition, most hits filed as inhibitors; actives 0.31% (n = 330,000); AID 540303, 2011; active = well fitted inhibition curve with a large enough effect; inconclusive = small, poorly fitted or top-dose-only effect; inactive = no such curve, though single readings can be large or run the other way; tested in mouse RAW 264.7 cells; note: % is set by controls: 0 for no effect and ±100 for the full control effect; nearly all actives have a fitted effect of over 55% in size
# Rab9 prom act: qHTS Assay for Rab9 Promoter Activators; Potency, µM (series often up to 9.22 µM), for inactives: at the top dose activation, negative = inhibition, hits mostly activators; actives 2.8% (n = 320,000); Huh7 Rab9 promoter-luciferase reporter, luminescence, 24 h; AID 485297, 2010; note: % of control where 0% means no effect; nearly all actives have a fitted effect of over 60% in size
#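 Huh7 reporter line, Rab9 promoter upstream of luciferase. Compound exposure 24 h at 37 °C in reduced-serum medium with 10% FBS. Read-out: luminescence.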
# VP16 counter: VP16 counterscreen qHTS for inhibitors of ROR gamma transcriptional activity. actives 3.5% (n = 310,000). Drosophila S2 Gal4-VP16 UAS-luciferase, luminescence, 20 h. Potency, µM (titrated, usually from 53.6 µM), without a hit: top-dose activity, negative = inhibition, hits mostly inhibitors;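 note: Gal4-VP16 expression switched on by copper sulfate through the metallothionein promoter; % is set by controls: 0 for no effect and ±100 for the full control effect; nearly all actives have a fitted effect of over 50% in size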
# FLuc counter: qHTS profiling assay for firefly luciferase inhibitor/activator using purifed enzyme and Km concentrations of substrates (counterscreen for miR-21 project); Potency, µM (doses to about 57.5 µM), inactives show at the top dose activity change, negative = inhibition, actives largely listed as inhibitors; AID 588342, 2011; actives 6.9% (n = 360,000); Luciferin 4-monooxygenase (Photinus pyralis), P08659; purified FLuc, Km substrates, luminescence inhibition;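 note: plate controls were vehicle for no effect and reference inhibitor for full effect; nearly all actives have a fitted effect of over 55% in size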
# Target sequence (P08659 whole entry, looked up): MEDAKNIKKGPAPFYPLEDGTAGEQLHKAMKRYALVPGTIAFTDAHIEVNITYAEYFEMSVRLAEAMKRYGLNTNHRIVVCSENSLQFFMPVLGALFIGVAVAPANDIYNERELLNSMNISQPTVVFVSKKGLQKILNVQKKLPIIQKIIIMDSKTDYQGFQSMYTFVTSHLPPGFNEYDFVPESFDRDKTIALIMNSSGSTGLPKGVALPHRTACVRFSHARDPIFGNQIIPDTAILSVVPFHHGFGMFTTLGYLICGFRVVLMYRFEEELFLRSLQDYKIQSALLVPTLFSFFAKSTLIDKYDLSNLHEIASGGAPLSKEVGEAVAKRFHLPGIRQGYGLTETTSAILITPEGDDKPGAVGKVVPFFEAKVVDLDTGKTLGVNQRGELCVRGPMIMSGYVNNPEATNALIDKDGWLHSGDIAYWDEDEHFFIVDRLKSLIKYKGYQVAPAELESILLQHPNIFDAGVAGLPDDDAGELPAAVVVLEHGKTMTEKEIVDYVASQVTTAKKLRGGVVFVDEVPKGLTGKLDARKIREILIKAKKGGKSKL
#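 Biochemical qHTS of compounds, final roughly 60 µM downward over six points, against 10 nM purified firefly luciferase using Km concentrations of substrates (10 uM D-luciferin, 10 uM ATP) in Tris acetate pH 7.5 buffer; luminescence output.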
# ELG1 genotox: qHTS screen for small molecules that induce genotoxicity in human embryonic kidney (HEK293T) cells expressing luciferase-tagged ELG1; HEK293T ELG1-luciferase reporter, luminescence, 16 h; actives 1.3% (n = 330,000); Potency, µM (top dose mostly 46 µM), without a hit: at the highest dose activity change, positive = activation, hits mostly activators; AID 504466, 2011; note: % of control where 0% means no effect; nearly all actives have a fitted effect of over 60% in size
#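 Cells (2,000/well) expressing the ELG1-luciferase fusion are dosed by pin tool and kept 16 hr at 37 °C, 5% CO2. Signal comes from ONE-Glo luciferase reagent after 30 min at room temperature.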
# The depositor's hits bear a star; ? = inconclusive; . = not tested or not shown; [ ] = remark or other dose. Unless noted, calls come from the whole dose curve; as a rule, active = well fitted curve in the direction sought with a large enough effect; inconclusive = small, poorly fitted or top-dose-only effect, or another doubt; inactive = no such curve, though single readings can be large; an effect the other way counts as inactive or inconclusive. Potency is the fitted concentration of half-maximal effect.
# The line under a structure holds: MLL CXXC-DNA inh	RORg inh	BRCA1 expr act	NPC1 promoter act	MBNL1 CUG block	p53 reactivator	uPA generation	Rab9 prom act	VP16 counter	FLuc counter	ELG1 genotox
> Cn1c(=O)c2c(nc(Br)n2CCSc2nc3ccccc3o2)n(C)c1=O
  -7%	10%	-34%	-1%	132%[activator]	-8%	5%	-1%	-24%	-1%	-3%
> CCn1nnnc1NCc1cccc(Cl)c1
  -15%	15%	-15%	-8%	0%	-1%	-2%	-5%	22%	2%	0%
> CCOCCCNC(=S)N1CCC(C(=O)c2ccc3c(c2)OCCO3)CC1
  37%[activator]	-11%	-22%	-9%	-5%	-4%	-2%	-1%	-13%	3%	-7%
> O=C(CCc1nnc2ccc(NCCCN3CCCC3=O)nn12)NCc1ccccc1Cl
  7%	-9%	14%	2%	-4%	0%	-10%	-5%	-4%	-2%	2%
> COc1ccc(C(=O)Nc2ccc(C3CC3(Cl)Cl)cc2)cc1 (stereo not given)
  0%	-27%	79%	25%	-10%	8%	-7%	?	-29%	1.5µM*	14%
> O=C(NCC(=O)N1CCN(c2ccccc2)CC1)c1ccc(Br)o1
  -3%	31%	-16%	-2%	-3%	-2%	-1%	-2%	-5%	4%	3%
> CC(C)(C)c1ccc(OCC(=O)Nc2ccncc2)c(Br)c1
  -3%	?	-22%	-2%	6%	.	?	-1%	?	21µM*	1%
> CCCOC(=O)c1ccc(NC(=O)c2cc(OC)c(OC)c(OC)c2Br)cc1
  -2%	-5%	0%	0%	?	-6%	8%	-9%	-3%	1%	-13%
> CC(=O)Nc1ccc(CN2CCc3c([nH]c4ccccc34)C2C(C)(C)C)cc1 (stereo not given)
  -3%	14%	20%	0%	-3%	0%	-15%	-7%	-7%	-1%	1%
> CCCS(=O)(=O)N1CCN(C(=O)COc2ccc(-c3ccccc3)cc2)CC1
  -10%	-11%	5%	-6%	2%	-3%	1%	-8%	-4%	-10%	-2%
> CCC1Oc2ccccc2N(CC(=O)NCCCN2CCN(c3ccc(OC)cc3)CC2)C1=O (stereo not given)
  10%	1%	-2%	1%	-6%	-28%	-17%	-5%	-4%	-1%	-2%
> COc1ccc(-c2nn3c(C4CCCCC4)nnc3s2)cc1OC
  -5%	-6%	-3%	5%	-4%	-7%	-6%	7%	-21%	-9%	5%
> CCSc1nnc(NC(=O)CSc2nc3c(cc2C#N)CCCC3)s1
  -2%	-32%	?	1.8µM*	10%	5%	-21%	3.2µM*	-16%	12µM*	13%
> O=C(c1cc([N+](=O)[O-])cc([N+](=O)[O-])c1)N1CCN(C(=O)c2ccco2)CC1
  -2%	-22%	0%	-5%	?	2%	0%	1%	-7%	-1%	-2%
> COc1ccccc1CNC(=O)c1cccc(S(=O)(=O)N2CCCC2)c1
  .	.	-13%	-3%	.	6%	18%	0%	.	4%	-1%
> Cn1c(=O)c2cc(S(=O)(=O)NCCC(=O)Nc3ccc(F)cc3F)ccc2n(C)c1=O
  5%	17%	-6%	-2%	0%	2%	7%	-2%	-10%	0%	-5%
> Cc1cc[n+](-c2nc3ccccc3nc2C(=C=[N-])C#N)cc1
  5%	-44%	-5%	0%	?	17%	4%	3%	-9%	-14%	0%
> O=C(COC(=O)/C=C/c1ccco1)Nc1ccc(F)cc1Cl
  2%	10%	3%	-8%	-2%	4%	2%	30%	4%	1%	1%
> Nc1ccc2c(c1)OC1(CCCCC1)O2
  0%	-34%	-24%	-3%	3%	4%	0%	-1%	-3%[10 µM]	?	5%
> CC(=O)c1ccc(NC(=O)c2cccc(N3C(=O)c4ccccc4C3=O)c2)cc1
  8%	0%	11%	4%	3%	29%	16%	11%	-3%	3%	7%
> CC(C)(C)c1cc(CP(=O)(c2ccccc2)c2ccccc2)cc(C(C)(C)C)c1O
  -14%	7%	-55%	1%	-1%	-12%	?	-1%	?	-5%	-12%
> C=CCc1ccccc1OCC(O)CNC(=O)c1ccccc1C(=O)O (stereo not given)
  -6%	4%	0%	0%	4%	0%	-2%	0%	-4%	5%	1%
> NS(=O)(=O)c1ccc(NC(=O)COC(=O)CCNC(=O)NC23CC4CC(CC(C4)C2)C3)cc1
  -4%	9%	0%	2%	-1%	2%	3%	1%	1%	3%	3%
> Cc1ccsc1/C=N/NC(=O)C(=O)NCC(C)C
  -1%	?	0%	?	27%	10%	4%	?	-15%	?	?
> NC(=O)CC(NC(=O)c1ccc(Br)cc1)c1ccc(N2CCN(c3ccccc3)CC2)c([N+](=O)[O-])c1 (stereo not given)
  14%	?	-9%	-1%	27%	.	-19%	-3%	1%	1%	-5%
> CC(=O)Nc1cccc(NS(=O)(=O)c2cn(C)c(=O)n(C)c2=O)c1
  .	-6%	-14%	-4%	7%	.	19%	1%	7%	8%	8%
> CCCC(=O)C1CCN(Cc2ccccc2)CC1
  -7%	-29%	3%	1%	-13%	1%	2%	-3%	-7%	0%	-7%
> O=C(CCCN1C(=O)c2ccccc2C1=O)Nc1ccc(Br)cn1
  30%[activator]	-3%	1%	1%	-13%	-4%	18%	-3%	-2%	0%	3%
> Cc1ccc(C(=O)N/C(=C\c2cccc([N+](=O)[O-])c2)C(=O)OCN2C(=O)c3ccccc3C2=O)cc1
  10%	?	-2%	-3%	-5%	3%	14%	-1%	1%	?	0%
> S=C(NCCc1ccccc1)NC1CCCCCC1
  2%	2.8µM*	?	2.5µM*	7%	26%	-2%	3.2µM*	9%[0.365 µM]	11µM*	8.2µM*

# The list goes on:
# The line under a structure holds: MLL CXXC-DNA inh	RORg inh	BRCA1 expr act	NPC1 promoter act	MBNL1 CUG block	p53 reactivator	uPA generation	Rab9 prom act	VP16 counter	FLuc counter	ELG1 genotox
> O=C(N/N=C/c1ccccc1)C1CCCN1C(=O)c1cc([N+](=O)[O-])cc([N+](=O)[O-])c1 (stereo not given)
  9%	-34%	-5%	-2%	?	8%	-1%	-3%	4%	0%	1%
> COc1ccc(-c2ccc(CO)o2)cc1N
  -4%	28%	17%	3%	10%	6%	-1%	-18%	7%	?	15%
> COc1cc(/C=N/Nc2ccc(Cl)c(C(=O)O)c2)ccc1OC(=O)c1ccco1
  28%	-1%	0%	?	2%	-11%	6%	26%	1%	?	-20%
> CCN(CC)S(=O)(=O)c1ccc2c(c1)nc(SCn1nnc3ccccc3c1=O)n2CC
  2%	29%	-12%	-4%	3%	-3%	2%	-7%	6%	1%	-3%
> COc1cc2[nH]c(=S)nc(NC3CCCCCC3)c2cc1OC
  4%	?	-12%	5%	0%	-1%	-3%	-1%	5%	2%	13%
> Cc1ccc(C2C(C#N)C(C#N)N3CCCN23)cc1 (stereo not given)
  -9%	-11%	-34%	-1%	5%	13%	-4%	3%	-1%	-11%	1%
> CC(C)c1nc(SCC(=O)N2CCCC2)c2ccccc2n1
  -1%	20%	-51%	-3%	-8%	11%	-8%	7%	-3%	6%	-4%
> COc1cc(S(=O)(=O)n2ccnc2)ccc1Br
  -6%	-18%	24%	-2%	-28%	-1%	10%	16%	-4%	-17%	1%
> CCN(CC)CCN(C(=O)c1ccc2c(c1)CCCC2)c1nc2cc(OC)c(OC)cc2s1
  7%	-19%	-2%	-3%	-3%	?	-1%	1%	?	-2%	-8%
> CCCC1CC(C)(/C(C)=N\NC(N)=S)OC1=O (stereo not given)
  -14%	-24%	-6%	-4%	-4%	5%	-1%	-1%	-8%	4%	-3%
> CCn1c(-c2csc(-c3ccccc3)n2)n[nH]c1=S
  14%	2.5µM*	37%	.	14%	.	0%	.	6.3µM*	5%	.
> CN(N)C(=S)NCc1ccccc1
  -6%	-20%	3%	2%	1%	-10%	-4%	-3%	4%	-1%	-1%
> Cc1ccc(C2=NS(=O)(=O)N(C)C(C(=O)Nc3ccc(F)cc3F)=C2)cc1
  .	2%	15%	-2%	?	7%	-14%	0%	2%	-20%	1%

# Assay outcomes deposited in PubChem by National Center for Advancing Translational Sciences (NCATS).

# These rows are one share of the data. The share of hits here may be higher or lower than overall.
